Screens: PubChem BioAssay, several laboratories
CR mimetic SO = caloric restriction mimetics inhibiting age-related superoxide in yeast. S. cerevisiae aged cells, superoxide DHE fluorescence; stronger effect = lower value. superoxide response (% of plate mean), % at 10 µM. hit rate 0.18% among 330,000. AID 2690;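 active = superoxide response under a set limit, about three screen SD below normal, cut at about 65% in these data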;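 also: yeast aged for seven days with compound at 30 °C before DHE staining; 100% = average MFI of all compound-treated wells on the plate with controls excluded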
RPL19A TOR yeast = modulators of TOR pathway RPL19A-GFP in S. cerevisiae | hit rate 0.3% among 330,000 | S. cerevisiae RPL19A-GFP strain, flow cytometry, 3 h; stronger effect = lower value | AID 2025 | percent response vs DMSO, % at 10 µM;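 active = percent response vs DMSO below 50%; inconclusive = fewer than 70 events counted for the yeast strain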;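 also: median channel GFP fluorescence of the barcoded RPL19A-GFP strain; ratio of sample median GFP to plate DMSO average so 100% = DMSO; lower means less RPL19A-GFP as with rapamycin TOR inhibition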
procasp3 activ = activates human procaspase-3; P42574; recombinant procaspase-3 D3A, Ac-DEVD-pNA absorbance 405 nm; activation, % at 8.5 µM; hit rate 0.11% among 330,000; AID 463141;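 active = activation above the mean of all tested compounds plus 3 SD, cut at about 21% in these data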;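 also: 0% = DMSO alone and 100% = DMSO wells spiked with extra 5 µM PC-3 D3A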
Target sequence (P42574 whole entry D9A/D28A/D175A): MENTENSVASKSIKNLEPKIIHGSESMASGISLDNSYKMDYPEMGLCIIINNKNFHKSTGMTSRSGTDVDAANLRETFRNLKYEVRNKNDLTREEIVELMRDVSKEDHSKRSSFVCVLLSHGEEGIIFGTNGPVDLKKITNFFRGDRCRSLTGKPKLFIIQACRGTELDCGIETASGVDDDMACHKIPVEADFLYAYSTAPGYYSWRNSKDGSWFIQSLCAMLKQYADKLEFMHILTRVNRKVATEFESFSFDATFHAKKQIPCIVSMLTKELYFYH
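Test system: Procaspase-3 D3A mutant, all three cleavage aspartates alanine | Dosing: Single dose, 8.5 µM nominal compound, 0.8% DMSO | Schedule: 1 h preincubation, 2 h reaction | Technique: 405 nm absorbance of p-nitroaniline, reads at 0 and 120 min | Repeats: One well per compound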
proCasp7 act = activates human procaspase-7, counter-screen for procaspase-3 activators. activation, % at 8.5 µM. hit rate 0.093% among 330,000. P55210. recombinant procaspase-7, Ac-DEVD-pNA absorbance 405 nm; D23A/D198A/D206A triple mutant, cannot self-cleave; scale: DMSO 0, 5 µM enzyme 100;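 active = percent activation above the screen-wide mean plus 3 SD, cut at about 25% in these data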
Target sequence (P55210 whole entry D23A/D198A/D206A): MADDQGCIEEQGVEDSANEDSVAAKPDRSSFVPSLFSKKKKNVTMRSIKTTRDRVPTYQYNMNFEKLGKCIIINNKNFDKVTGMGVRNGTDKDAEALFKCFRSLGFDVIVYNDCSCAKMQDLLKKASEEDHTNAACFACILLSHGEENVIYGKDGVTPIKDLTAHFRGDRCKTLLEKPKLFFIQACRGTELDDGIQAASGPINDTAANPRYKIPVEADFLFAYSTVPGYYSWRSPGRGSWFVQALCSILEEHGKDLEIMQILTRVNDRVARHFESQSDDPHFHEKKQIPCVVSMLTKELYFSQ
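Assay system: Uncleavable procaspase-7 mutant enzyme / Input: 2 µM procaspase-7 mutant as dispensed / Dosing: single nominal 8.5 µM compound dose, 0.8% DMSO final / Timing: 1 h enzyme–compound preincubation and 2 h substrate reaction, both 25 °C / Detection: p-Nitroaniline absorbance at 405 nm, read at 0 and 120 min / Replication: singlicate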
JMJD2C inh = human JMJD2C demethylase inhibition. Q9H3R0. GST-JMJD2C(1-420) H3K9me3 demethylation, DELFIA europium. inhibition, % at 2.35 µM. hit rate 0.069% among 330,000;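 active = more than half of a compound's replicate wells show inhibition beyond 50%, single wells judged on their own value; inconclusive = some, but no more than half, of replicates pass 50% inhibition; inactive = no replicate passes 50% inhibition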;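 also: signal counts dimethyl H3K9 product captured on neutravidin plate; 0% = median of DMSO wells and 100% = 0.3 times that DMSO median; strong numbers were not always called active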
Target sequence (Q9H3R0 1-420 limits assumed): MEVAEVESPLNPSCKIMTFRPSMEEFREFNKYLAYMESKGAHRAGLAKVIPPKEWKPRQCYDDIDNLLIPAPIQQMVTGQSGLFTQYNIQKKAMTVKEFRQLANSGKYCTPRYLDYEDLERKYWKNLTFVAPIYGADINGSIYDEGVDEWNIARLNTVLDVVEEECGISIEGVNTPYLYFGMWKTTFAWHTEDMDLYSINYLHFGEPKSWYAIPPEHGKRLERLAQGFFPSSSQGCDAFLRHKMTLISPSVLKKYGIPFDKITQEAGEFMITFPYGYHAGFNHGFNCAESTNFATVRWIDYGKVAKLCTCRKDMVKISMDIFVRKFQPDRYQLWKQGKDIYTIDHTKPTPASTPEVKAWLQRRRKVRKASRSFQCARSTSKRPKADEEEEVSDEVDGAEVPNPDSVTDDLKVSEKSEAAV
MEP2-GFP yeast = yeast TOR pathway MEP2-GFP modulation | GFP response vs DMSO, % at 10 µM | S. cerevisiae MEP2-GFP strain, flow cytometry GFP, 3 h; 100% = DMSO control level | hit rate 0.51% among 330,000;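 active = GFP response versus DMSO above a set limit, roughly screen mean plus 3 SD, cut at about 180% in these data; inconclusive = fewer than 70 cells counted for a yeast strain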;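 also: median GFP fluorescence of the barcode-gated MEP2-GFP cells per well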
LAP4-GFP MLPCN = alters LAP4-GFP fluorescence in TOR pathway yeast screen. S. cerevisiae LAP4-GFP multiplex, flow cytometry GFP, 3 h; median GFP as percent of DMSO wells. GFP response vs DMSO, % at 10 µM. hit rate 0.34% among 320,000. AID 2023;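 active = GFP response vs DMSO above a set limit, about the screen mean plus 3 SD, cut at about 150% in these data; inconclusive = under 70 cell events counted for the yeast strain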
AHR act = activators of human aryl hydrocarbon receptor. hit rate 2.5% among 320,000. AHR-responsive luciferase reporter cells, luminescence. AID 2796. activation, % at 5 µM. P35869; in the data active = activation above about 47%;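 also: 0% = vehicle wells and 100% = reference agonist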
Active calls of the source: *; ? = inconclusive; · = not tested or not shown; & = joins results of further samples; [ ] = remark or other dose.

SMILES | CR mimetic SO | RPL19A TOR yeast | procasp3 activ | proCasp7 act | JMJD2C inh | MEP2-GFP yeast | LAP4-GFP MLPCN | AHR act
CCCOc1ccc(C(=O)NC(=S)N2CCN(c3cc4c(cc3F)c(=O)c(C(=O)O)cn4CC)CC2)cc1 | 102 | 102 | -3 | -3 | 9 | 105 | 97 | 0
O=C(COc1ccccc1F)Nc1cc(S(=O)(=O)N2CCOCC2)ccc1N1CCOCC1 | 97 | 99 | 0 | 5 | 0 | 102 | 97 | -1
Cc1c(C(=O)N2CCN(c3ccc(F)cc3)CC2)oc2c1C(=O)CCC2 | 109 | 103 | 2 | 6 | -1 | 106 | 106 | -1
CCOc1ccc(-c2cc(C(=O)N/N=C(\C)c3cccnc3)c3ccccc3n2)c(OCC)c1 | 100 | 105 | · | · | 0 | 98 | 78 | ·
CCCCCC(=O)Nc1nc(C)c(-c2csc(Nc3cc(Cl)ccc3OC)n2)s1 | 104 | 100 | -8 | -8 | -5 | 92 | 111 | 50*
COC(=O)c1cn(CC(=O)NCc2cccs2)c2ccccc12 | 99 | 94 | 15 | 6 | 6 | 99 | 95 | 12
O=C(CSC1=NCCS1)N1CCN(c2ccccc2)CC1 | 108 | 101 | 9 | -2 | -2&-13 | 95 | 99 | -1
Cc1ccc(NC(=O)c2ncn[nH]2)cc1 | 93 | 95 | 5 | 6 | -27 | 100 | 96 | 11
COc1ccc(CN(C)C(=O)c2cccc(NS(=O)(=O)c3ccccc3)c2)c(OC)c1 | 99 | 98 | 6 | 10 | -20 | 100 | 99 | 3
CCN(CC)S(=O)(=O)c1ccc(N2CCCC2)c(C(=O)Nc2ccc(OC)c(Cl)c2)c1 | 120 | 97 | -6 | -1 | 2 | 100 | 96 | 7
CCCCCCCCCCC(=O)NNC(=O)c1c(O)c2ccccc2n(CC)c1=O | 104 | 97 | 1 | 3 | -13 | 124 | 102 | 0
CC(NC(=O)c1cc2ccccc2oc1=O)c1ccccc1 (stereo not drawn) | 99 | 95 | 6 | 14 | -4 | 95 | 99 | -1
CNC(=O)Nc1ccccc1C(=O)NCc1ccccc1 | 97 | 99 | -2 | 4 | 2 | 95 | 98 | 5
COCCNC(=O)CN(C(=O)Cn1nnc2ccccc21)c1cccc(C)c1C | 103 | 103 | 0 | 8 | 1 | 100 | 98 | 0
Cc1c(Cl)ccc2c(C(N)=O)cc(-c3ccccn3)nc12 | 75 | 103 | -2 | -2 | -25 | 123 | 112 | 12
CCC(C)(C)C1CCc2c(sc(NC(=O)c3ccccc3C(=O)O)c2C#N)C1 (stereo not drawn) | 100 | 102 | 4 | -3 | -21 | 98 | 99 | 1
COc1ccccc1N1CCN(C(=O)c2cc3c(=O)n4ccccc4nc3s2)CC1 | 101 | 94 | -6 | -6 | 3 | 104 | 109 | 0
COc1cccc(C(=O)N2CCN(C(=O)C3COc4ccccc4O3)CC2)c1 (stereo not drawn) | 92 | 107 | 4 | -2 | -6 | 116 | 98 | -2
O=C(CSc1n[nH]c(=O)n1C1CC1)Nc1ccc(OC(F)(F)F)cc1 | 86 | 98 | -3 | 0 | 6 | 100 | 100 | 4
CCOC(=O)C1=C(COC(=O)COc2ccccc2OCC)NC(=O)NC1C (stereo not drawn) | 103 | 98 | 12 | 7 | -1 | 99 | 103 | -1
O=C(Nc1ccccc1-c1nc2ccccc2[nH]1)c1ccc(N2C(=O)CCC2=O)cc1 | 95 | 105 | -1 | -3 | -7 | 106 | 101 | 49*
FC(F)(F)c1cc(C(F)(F)F)c2ccc(N3CCN(c4ccccc4)CC3)nc2n1 | 108 | 99 | -10 | 3 | 0 | 103 | 102 | 3
CCOC(=O)CNc1ccc(OC(F)(F)F)cc1 | 109 | 103 | 1 | 4 | 4 | 103 | · | 0
Cc1nonc1N1CCN(Cc2cn[nH]c2-c2ccc3c(c2)OCO3)CC1 | 90 | 97 | 11 | -8 | 4 | 95 | 92 | 15
Cc1ccc2c(c1)n([O-])c1c([n+]2=O)CCCC1 | 81 | 102 | 0 | 0 | 7 | 103 | 101 | 7
CCc1ccccc1NC(=S)N1CCN(c2cccc(OC)c2)CC1 | 99 | 104 | -6 | -1 | 5 | 105 | 89 | 2
C/C(=N/NC(=O)CNC(=O)CCc1ccccc1)c1ccc(Cl)c(Cl)c1 | 85 | 92 | -5 | 9 | 6 | 103 | 103 | -1
Cc1nc2c(Cl)cccc2[nH]1 | 112 | 107 | 5 | -4 | 4 | ? | 107 | 2
O=C1CCC(C(=O)OCc2nnc(-c3ccccc3)o2)=NN1 | 104 | 101 | 6 | 13 | -5 | 97 | 114 | 2
CCOc1ccc(N2CC(C(=O)N3CCN(C(=O)c4ccco4)CC3)CC2=O)cc1 (stereo not drawn) | 101 | 100 | 5 | 6 | 1 | 93 | 99 | 1
COc1ccc(C(=O)Nc2ccc(S(=O)(=O)Nc3cc(C)nc(C)n3)cc2)cc1 | 113 | 97 | -1 | -5 | -9 | 91 | 105 | -1
CCOC(=O)CC(=O)CSCC(=O)Nc1ccc(C)cc1 | 115 | 97 | -6 | -9 | -3 | 104 | 107 | 3
CCOC(=O)C1(Cc2ccc(OC)cc2)CCN(C(=O)C2=CCCC2)CC1 | 89 | 96 | 3 | -1 | -4 | 106 | 109 | 4
O=C(NC1CCCC1)c1c(O)nc2sccn2c1=O | 120 | 107 | -10 | -1 | -2 | 102 | 112 | 85*
CCOCCCNC(=O)c1c(N)n(-c2ccc(S(N)(=O)=O)cc2)c2nc3ccccc3nc12 | 97 | 97 | 10 | 20 | -1 | 105 | 95 | -2
COc1ccccc1CN(C)C(=O)C1(c2ccc(Cl)cc2)CC1 | 92 | 105 | 0 | -2 | 5 | 103 | 93 | -1
COCCSc1nnc(NC(=O)CCS(=O)(=O)Cc2ccccc2)s1 | 101 | 93 | 3 | -4 | -10 | 98 | 108 | 23
Cc1nnc2ccc(-c3cccc(NC(=O)Cc4cccs4)c3)nn12 | 84 | 98 | 6 | 6 | 19 | 97 | 110 | 26
CC12CCC(C(=O)N3CCCCC3)([C@H](Br)C1=O)C2(C)C (stereo partly drawn) | 112 | 93 | -6 | 6 | -3 | 91 | 95 | -1
CCNC(=O)COC(=O)CCC(=O)c1ccc(F)cc1 | 103 | 99 | 9 | -3 | 0 | 96 | 113 | -1

Structures above shown as hits in AHR act:
SMILES,RPL19A TOR yeast,procasp3 activ,JMJD2C inh,MEP2-GFP yeast,LAP4-GFP MLPCN,AHR act
CCCCCC(=O)Nc1nc(C)c(-c2csc(Nc3cc(Cl)ccc3OC)n2)s1,100,-8,-5,92,111,50*
O=C(Nc1ccccc1-c1nc2ccccc2[nH]1)c1ccc(N2C(=O)CCC2=O)cc1,105,-1,-7,106,101,49*
O=C(NC1CCCC1)c1c(O)nc2sccn2c1=O,107,-10,-2,102,112,85*

New compounds follow
SMILES | CR mimetic SO | RPL19A TOR yeast | procasp3 activ | proCasp7 act | JMJD2C inh | MEP2-GFP yeast | LAP4-GFP MLPCN | AHR act
CCC(C(=O)Nc1ccccn1)c1ccccc1 (stereo not drawn) | 79 | 98 | -10 | 2 | 9 | 97 | 105 | 2
CCC(CO)Nc1nc(CN2CCCCC2)nc2scc(-c3ccccc3)c12 (stereo not drawn) | 83 | 100 | 5 | 5 | 16 | 104 | 103 | 2
CCN(CC)CCCNC(=O)CSc1nc2c(c(C(F)(F)F)n1)CCc1ccccc1-2 | 81 | 93 | -1 | -8 | -9 | 93 | 87 | 1
CCN(CC)c1ccc(/C=N/NC(=O)c2ccoc2C)cc1 | 114 | 104 | -11 | -2 | -3 | 100 | 102 | -1
NC(=S)Nc1nccc(-c2cccs2)n1 | 91 | 103 | 4 | -12 | 0 | 104 | 98 | 26
CSc1nsc(SCc2ccc(F)cc2)n1 | 92 | 95 | 8 | 1 | -3 | 95 | 118 | 1
CCCCC(=O)N/N=C/c1ccc(N2CCOCC2)c([N+](=O)[O-])c1 | 97 | 92 | -9 | 2 | -4 | 95 | 99 | -1
COc1ccc(C2CCCN2C(=S)Nc2ccc(C)cc2Cl)cc1OC (stereo not drawn) | 95 | 96 | 6 | 2 | -5 | 97 | 115 | 0
C/C(CC(=O)NCc1ccco1)=N\NC(=O)COc1ccc(Cl)cc1Cl | 91 | 100 | -1 | -4 | -4 | 92 | 105 | 6
COc1cc(/C=N/NC(=O)CCN2CCN(Cc3ccccc3)CC2)cc(OC)c1OC | 90 | 82[may fluoresce violet] | 0 | 6 | 0 | ? | ? | 3
C/C(=N\NC(=O)c1ccccc1O)c1cccs1 | 92 | 94 | 8 | 5 | 4 | 101 | 95 | 3
O=C(O)c1ccccc1C(=O)N1N=C2/C(=C/c3cccc([N+](=O)[O-])c3)CCCC2C1c1cccc([N+](=O)[O-])c1 (stereo not drawn) | 109 | 102 | -12 | -23 | 9 | 107 | 97 | 6
CC(C)Cc1nc2c(nnn2Cc2ccccc2F)c(=O)[nH]1 | 111 | 97 | -3 | 1 | 3 | 97 | 101 | 5
O=c1cc(NCc2ccco2)[nH]c(=O)n1-c1ccc(Br)cc1 | 103 | ? | 14 | 8 | -13 | ? | ? | 3
O=C(Nc1ccc(C(=O)N2CCC(N3CCCC3)CC2)cc1)c1ccc(Br)o1 | 99 | 92 | 1 | 0 | · | 89 | 123 | -3
CC(=O)Oc1ccc(C(=O)Nc2ccc3c(c2)C(=O)N(CCC(=O)O)C3=O)cc1 | 87 | 101 | 0 | -5 | 13 | 103 | 99 | -3
Cc1cc(CN2CCCC(CNC(=O)c3ccc(F)cc3)C2)cc(C)c1O (stereo not drawn) | 96 | 96 | 2 | -5 | -6 | 84 | 77 | 2
CCOc1cc(/C=C/c2ccc3cccc([N+](=O)[O-])c3n2)ccc1O | 97 | 101 | -8 | 3 | -6 | 100 | 87 | 3
COc1cc([N+](=O)[O-])ccc1NC(=O)CCCOc1cc(C)ccc1C | 108 | 104 | 10 | -2 | 7 | 109 | 97 | -2
CCN(CCCNC(=O)CCCn1c(=O)[nH]c2ccccc2c1=O)c1cccc(C)c1 | 102 | 100 | -5 | -9 | -16 | 103 | 103 | 3
CCCCCc1ccc(-c2ccc(/C=C/C(N)=O)cc2)nc1 | 92 | 101 | 3 | 3 | -9 | 107 | 105 | -10
OC(CNCC1(N2CCCCC2)CCCCC1)COc1ccc(Cl)cc1Cl (stereo not drawn) | 90 | 90 | 1 | 6 | -20 | 95 | 104 | 0
O=C1CCCC2=C1C(c1ccncc1)Nc1ccccc1N2 (stereo not drawn) | 106 | 95 | -6 | -6 | 1 | 98 | 90 | 2
COc1cc(NC(=O)c2ccnn2C)c(OC)cc1Cl | 80 | 98 | 5 | -2 | 0 | 105 | 107 | 129*
Cc1cc(Cl)ccc1NNC(=O)CCc1ccccc1 | 104 | 100 | 1 | 8 | -18 | 98 | 106 | -2
Cc1cc(-c2ccc(S(=O)(=O)N(C)c3ccc(C)c(C)c3)s2)on1 | 104 | 99 | 1 | -9 | · | 97 | 100 | 2
COCCNC(=O)CCCn1c(=O)c2cc(OC)c(OC)cc2n(CC(=O)c2ccccc2)c1=O | 101 | 99 | 0 | 10 | 10 | 103 | 110 | 4
